Compound activity as filed in PubChem BioAssay.
KKLEB tox: cytotoxicity in KKLEB CF airway cells, primary screen, cytotoxicity control for CF NF-kB inhibitor project, cell-based, uHTS, fluorescence assay plates. KKLEB CF airway cells viability, ATPlite luminescence, overnight; stronger effect = lower value; cells stimulated with P. aeruginosa culture filtrate. hit rate 0.36% among 360,000. AID 602141, 2011. activity change (cytotoxicity), % at 5 µM;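 active = corrected activity change at or below -50% at 5 µM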
Peg3 promoter: Peg3 promoter-driven luciferase inhibitors, primary screen, cell-based, HeLa, luciferase luminescence. hit rate 1.7% among 360,000. inhibition, % at 20 µM. HeLa PEG-Prom luciferase reporter, overnight;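 active = inhibition of at least 50% at 20 µM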
TRPM1 prom inh: inhibitors of MITF-dependent TRPM1 promoter reporter, primary screen, cell-based, SK-MEL-5, single point, luciferase | SK-MEL-5 TRPM1 promoter luciferase, 24 h | hit rate 0.83% among 330,000 | inhibition, % at 12.5 µM | AID 488899, 2010;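 active = mean inhibition across replicates of 60% or more, whatever share of single replicates reaches that level; inconclusive = some that reach 60%, reason not given; inactive = mean inhibition across replicates below 60%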; note: values of inactives mirror those of a sister screen read the other way
CaV13 FRET inh: Primary screen for inhibitors of IQ motif and Ca2+-dependent inactivation inhibitor domain binding in CACNA1D, Förster resonance energy transfer in living cells, …. HEK cells, CFP/YFP FRET ICDI-IQ, plate reader, 10 min; percent FRET-ratio fall versus neutral wells. inhibition, % at 12.3 µM. hit rate 0.098% among 340,000. AID 743397;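 active = mean replicate inhibition of at least 30% and at least 1% of replicates passing that level; inconclusive = only one of the two criteria is met; inactive = neither criterion is met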;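 note: 0% = median of the neutral control wells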
NR2E3 ag-1: NR2E3 agonists in two-hybrid cells, primary screen, cell-based, luminescence, CHO-S, Gal4-NCOR/VP16-NR2E3; Photoreceptor-specific nuclear receptor (Homo sapiens), Q9Y5X4; luciferase; inhibition of corepressor binding, % at 3.98 µM; hit rate 0.35% among 360,000; AID 602229, 2012;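 active = inhibition above the mean of all tested compounds plus 3 SD, cut at about 70% in these data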;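 note: 0% = DMSO with NR2E3 transfected cells and 100% = cells lacking NR2E3 construct; higher means lower luciferase signal from less NR2E3 corepressor binding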
Target sequence (Q9Y5X4 whole entry, looked up, the tested form may be a part): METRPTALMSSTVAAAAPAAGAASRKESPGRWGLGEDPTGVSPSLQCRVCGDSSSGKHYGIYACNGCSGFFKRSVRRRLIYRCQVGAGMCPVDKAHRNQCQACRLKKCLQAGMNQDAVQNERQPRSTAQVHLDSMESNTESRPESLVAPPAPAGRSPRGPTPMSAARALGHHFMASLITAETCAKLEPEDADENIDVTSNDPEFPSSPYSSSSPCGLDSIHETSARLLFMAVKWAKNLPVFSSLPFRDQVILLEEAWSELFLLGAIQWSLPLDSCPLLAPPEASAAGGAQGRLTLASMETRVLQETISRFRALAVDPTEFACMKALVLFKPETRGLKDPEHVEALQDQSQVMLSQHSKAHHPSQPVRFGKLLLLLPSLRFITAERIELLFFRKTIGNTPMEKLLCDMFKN
CF NFkB inh: inhibitors of PAF-induced NF-kB signaling, primary screen, cell-based, GFP fluorescence, uHTS; hit rate 0.86% among 360,000; inhibition, % at 5 µM; AID 588850, 2011; KKLEB NF-kB-GFP reporter, GFP fluorescence overnight;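 active = at least 50% inhibition at 5 µM, scaled per plate between neutral and stimulator controls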;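 note: PAF is a Pseudomonas aeruginosa culture filtrate used as stimulus; plate controls were PAF-stimulated DMSO wells for no effect and unstimulated DMSO wells for full effect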
HIF-2a inh: HIF-2a reporter inhibitors, primary screen, luminescence, 786-0 RCC cells | 786-0 RCC cells HIF-2a reporter, luciferase luminescence, overnight | inhibition, % at 18.8 µM | hit rate 0.72% among 360,000;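 active = inhibition of the luminescence signal of 40% or more relative to plate controls, in a single-dose primary screen at 18.75 µM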
NR2E3 ag-2: inhibitors of NR2E3-RetCOR corepressor binding, primary screen, NR2E3 agonist project, biochemical, TR-FRET, GST-NR2E3, biotin-RetCOR | Photoreceptor-specific nuclear receptor (Homo sapiens), Q9Y5X4 | 1536-well | inhibition of corepressor binding, % at 4.78 µM | hit rate 0.12% among 320,000 | AID 2300, 2010;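 active = percent inhibition above the cutoff of mean plus 3 SD of all tested compounds, set per screening campaign, cut at about 20% in these data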;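 note: 0% = DMSO wells and 100% = biotin wells as full block of FRET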
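system = GST-tagged NR2E3 plus biotinylated RetCOR corepressor | input = 1.35 nM GST-NR2E3 | also added = 7 nM biotin-RetCOR | schedule = 5 h incubation at 4 °C | measured by = TR-FRET with europium anti-GST and streptavidin-D2, 340 nm excitation | read-out = percent loss of FRET ratio relative to control wells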
PDI inh: inhibitors of human PDI, primary screen, biochemical, turbidity, single point, plate reader. Protein disulfide-isomerase (Homo sapiens), P07237. hit rate 0.052% among 350,000. inhibition, % at 10 µM. PDI insulin aggregation turbidity, A650, 90 min;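 active = mean inhibition across replicates of 30% or more, whatever share of single replicates reach that level; inconclusive = mean inhibition below 30% while every single replicate reaches 30%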;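 note: absorbance from insulin aggregation driven by PDI reduction with DTT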
Target sequence (P07237 whole entry, looked up): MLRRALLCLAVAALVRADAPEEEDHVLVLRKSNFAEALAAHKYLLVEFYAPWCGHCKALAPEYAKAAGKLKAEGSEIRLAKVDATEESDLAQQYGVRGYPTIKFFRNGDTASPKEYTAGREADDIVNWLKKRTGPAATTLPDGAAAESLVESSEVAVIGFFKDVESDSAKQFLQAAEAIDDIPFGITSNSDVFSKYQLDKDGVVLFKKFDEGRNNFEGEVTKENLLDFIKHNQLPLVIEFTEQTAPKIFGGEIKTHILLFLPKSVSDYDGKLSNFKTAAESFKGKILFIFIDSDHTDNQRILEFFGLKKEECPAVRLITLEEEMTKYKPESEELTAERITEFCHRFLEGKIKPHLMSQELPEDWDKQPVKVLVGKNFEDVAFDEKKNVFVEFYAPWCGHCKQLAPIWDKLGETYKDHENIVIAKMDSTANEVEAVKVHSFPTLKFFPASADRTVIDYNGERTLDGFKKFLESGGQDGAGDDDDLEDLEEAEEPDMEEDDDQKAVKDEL
Vif imaging: HIV Vif self-association inhibitors, primary screen, imaging, HEK293T, single point | HEK293T cells, Vif self-association by quenched fluorescence, 24 h | inhibition, % at 7.49 µM | hit rate 0.35% among 340,000 | AID 602346, 2012; in the data active = inhibition above about 50%, passing the limit was not always enough; inconclusive = no clear call, values can overlap the other calls; inactive = below about 31%; note: some results filed as inactive read as strong as hits
Shn3 3UTR inh: reduction of Shn3 3'UTR firefly luciferase signal, primary screen, Schnurri-3 inhibitor project, cell-based, Clone20 osteoblasts, set 2 | Clone20 osteoblast Shn3 3'UTR firefly luciferase, 24 h | inhibition, % at 12.5 µM | hit rate 0.52% among 360,000;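 active = mean inhibition of at least 75% with every replicate also reaching 75%; inconclusive = mean inhibition at least 75% but some replicate below; inactive = mean inhibition below 75%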;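 note: 0% = median of neutral control wells and 100% = pilot-screen positive control compound; some compounds past the cut are filed as inactive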
Active calls of the source: *; ? = inconclusive; / = not tested or not shown. This is a subset. The share of hits here may be higher or lower than overall.

SMILES	KKLEB tox	Peg3 promoter	TRPM1 prom inh	CaV13 FRET inh	NR2E3 ag-1	CF NFkB inh	HIF-2a inh	NR2E3 ag-2	PDI inh	Vif imaging	Shn3 3UTR inh
Cc1cccc(N2C(=O)/C(=C/c3ccc(N4CCN(C)CC4)o3)C(=O)NC2=S)c1C	-2	-5	1	-3	9	7	11	0	12	2	-14
CS(=O)(=O)c1ccc(C2=C(CNC(=O)c3ccncc3)[C@H]3CC[C@@H](C2)N3CCOc2ccccc2)cc1	-4	-4	/	-10	-31	5	-5	/	-14	-4	2
CC1(C(O)(C#CCN2CCCCC2)c2ccccc2)CCCC1 (centres undefined)	-6	9	-3	0	3	-8	12	0	14	?	19
Cc1ccc(OP(=O)(O)Oc2ccc(C)cc2)cc1	-2	-5	10	-4	-11	3	2	-2	3	35	-9
COC(COC(N)=O)C1=C(N2CC2)C(=O)C(C)=C(N2CC2)C1=O (centres undefined)	-37	98*	-3	-7	0	89*	-5	/	1	29	70
COC(=O)C1=C(c2cccc(OC)c2OC)C[C@@H]2CC[C@H]1N2C(=O)N1CCCC1	-2	7	-7	-6	-5	4	-6	-1	-7	-4	-5
Cc1cc(OC(C)C(=O)NCc2ccncc2)c2c3c(c(=O)oc2c1)CCC3 (centres undefined)	5	19	-2	-16	-25	-33	3	-2	3	-3	-1
CCOc1ccccc1CNCCc1ccc2c(c1)OCO2	2	-15	-2	-7	-30	-11	8	4	1	11	-4
O=C(c1cccnc1)c1cc2ccccc2[nH]1	-1	-70	-25	-4	-33	1	-53	0	-5	3	-38
O=C1NC(=O)N(CCNc2ncc(C(F)(F)F)cc2Cl)C(=O)C1Cc1ccc(Cl)cc1 (centres undefined)	1	5	0	-3	-6	-20	10	-4	4	-11	-3
COc1ccc(C(O)CNC(C)C)c(F)c1OC (centres undefined)	-11	-2	-11	-3	4	18	4	5	5	17	2
O=C1C(Cc2cnc[nH]2)NC(=S)N1c1ccccc1 (centres undefined)	12	-10	-21	-17	-16	-2	-6	/	-3	-8	8
CC(=O)Nc1ccccc1C(=O)OCC(=O)c1ccccc1Cl	-3	-87	-23	-4	-71	-14	-183	1	-1	-13	-63
CCOC(=O)C1CCN(/C=C2/C(=O)NC(=S)N(c3ccccc3F)C2=O)CC1	3	3	7	-2	-18	-3	20	0	-1	13	-24
CCOP(=S)(OCC)SCCSCC	-9	-4	5	/	-7	2	-1	-1	/	-17	6
COc1ccc(-c2nn(CCC#N)cc2C(=O)Nc2ccccc2)cc1OC	-10	13	6	5	-8	14	21	1	18	-3	-7
Clc1cccc(Cl)c1C1N2CCCN12 (centres undefined)	-12	9	-2	-6	-13	-12	20	2	-1	28	-32
Fc1ccccc1CNCCc1ccc2c(c1)OCO2	-1	6	9	-19	4	6	-19	1	6	2	-1
CC1([N+](=O)[O-])COP(=O)(Nc2cccc(Br)c2)OC1 (centres undefined)	-7	4	-2	-5	5	48	-5	/	14	-4	11
O=C(Cn1nc(-c2ccc(Cl)cc2)ccc1=O)N1CCC2(CC1)OCCO2	-1	0	14	-6	-2	19	8	-1	-3	5	9
COc1ccc(-c2nc3ccccc3c(=O)o2)cc1	-4	-155	-20	-2	-138	11	-138	-1	1	6	-26
CN1CCN(C(=O)COc2ccc3ccccc3c2)CC1	2	-63	-10	-6	-3	-10	-61	-3	-6	8	-25
C[C@]12CC[C@H](O)CC1=CC(=O)C1C2CC[C@]2(C)C(=O)CCC12 (some centres undefined)	-1	4	-4	-12	-17	6	2	/	3	18	-1
Cc1cc(Oc2ccc(C(F)(F)F)cc2[N+](=O)[O-])c2c3c(c(=O)oc2c1)CCC3	-3	9	12	-3	1	-15	0	-2	-1	14	9
CN(C(=O)CN1CC=C(c2ccccc2)CC1)c1c(N)n(Cc2ccccc2)c(=O)[nH]c1=O	-28	3	1	-6	4	0	19	-1	-1	4	-17
O=c1c2ccccc2[nH]c(=S)n1-c1cccc(Cl)c1	-3	10	/	-7	-36	-27	-7	/	1	-5	-27
O=C1Nc2ccccc2C1Cc1nc2ccccc2c(=O)n1-c1ccccc1 (centres undefined)	-4	12	12	-5	-7	-6	8	1	0	-3	-47
CC(=O)N1CC(=O)Nc2ccc(Br)cc2C1c1ccc(F)cc1 (centres undefined)	-10	10	10	-4	9	3	11	0	-6	-6	3
CC1(C)NC(=O)[C@H]2CCCN21	-5	-3	1	-6	-5	15	8	4	5	-6	11
Cc1ccc(-n2c(O)c(C=NCCN3CCNCC3)c(=O)[nH]c2=S)cc1	-5	0	-2	-5	-6	4	10	-4	1	-14	0
O=[N+]([O-])c1ccc(NC2CCN(Cc3ccccc3)CC2)c2ccncc12	-8	67*	18	-6	5	-18	29	4	-1	-5	16
COCc1cc(OC(=O)N(C)C)nc(-c2ccc(C)c(Cl)c2)n1	-6	18	-17	-21	1	-20	1	1	-5	8	-53
CN1[C@@H]2CC[C@H]1CC(OC1c3ccccc3CCc3ccccc31)C2 (some centres undefined)	6	31	-8	-5	-39	16	5	-2	1	2	11
O=C(NCc1cccnc1)Nc1ccc([N+](=O)[O-])cc1	9	12	-7	/	3	-30	-14	2	-4	-16	22
Cc1c(Cl)cccc1N1C(=O)NC(=O)/C(=C\c2cc(C)n(-c3cccc(C(=O)O)c3C)c2C)C1=O	-7	3	-5	-20	-16	3	13	5	-2	-7	9
COC(=O)C1=C(c2ccc(F)cc2F)C[C@@H]2CC[C@H]1N2C(=O)NCCNC(C)=O	-3	13	2	/	3	6	5	2	2	-3	-26
COC(=O)C1=C(c2ccc(OC(F)(F)F)cc2)C[C@@H]2CC[C@H]1N2C(=O)NCCOc1ccccc1	6	7	/	-10	10	3	17	-1	-2	-5	18
COc1ccc(N2CCN(C(CNC(=O)Oc3ccccc3)c3cccnc3)CC2)cc1 (centres undefined)	-4	-9	3	-11	15	13	-15	1	0	-5	2
CCCCCn1c(=O)c(C(=O)NCc2ccncc2)c(O)c2ccccc21	-8	29	8	-5	-19	3	46*	-1	-13	-3	58
CCCCCCN=C(CC)c1c(O)n(CCCC)c(=O)[nH]c1=O	-12	18	5	-9	54	24	26	3	9	-17	77
CN1CCC2(CC1)N=C(c1ccc(F)cc1)C(=S)N2	2	-3	1	0	10	3	16	2	-1	-3	1
C=CCc1cc(C=C2C(=O)NC(=O)NC2=O)cc(OC)c1OCc1ccc(C(=O)O)cc1	13	-2	7	/	-19	-27	1	5	6	-3	2
O=C(CF)NC(NC(=S)Nc1cccc([N+](=O)[O-])c1)C(Cl)(Cl)Cl (centres undefined)	-3	43	-2	-1	6	20	17	3	16	-4	18
CCC(=NCc1ccco1)c1c(O)n(Cc2ccccc2)c(=O)[nH]c1=O	-16	13	19	-5	19	-14	14	-1	-2	-2	-6
COC(=O)C1=C(c2ccc(F)cc2F)C[C@@H]2CC[C@H]1N2C(=O)NCCOc1ccccc1	-7	2	8	-5	-3	12	5	5	-4	/	-65
CCn1cc(C(=O)NCc2ccccc2)c2ccccc21	-12	-11	-16	-6	-19	12	-3	3	8	14	-2
CCSC1=NN1c1cc(C)nc(N)n1	-8	6	5	-2	-27	17	-4	-4	-1	-2	-8
C=CCn1c(O)c(N=Nc2c(C)n(C)n(-c3ccccc3)c2=O)c(=O)[nH]c1=S	2	14	2	-17	2	-7	23	-4	-6	-3	46
O=C(O)C1(c2ccc(Cl)cc2)CCC1	1	1	4	-5	-9	10	1	-1	9	4	-4
Cc1oc(C(=O)Nc2ccc(O)cc2)cc1COc1ccccc1	-2	-19	-7	-5	-5	8	-84	2	-2	5	6
C#CCN1C(=O)C2(C(C#N)=C(N)OC(C)=C2C(=O)OCc2ccccc2)c2ccccc21 (centres undefined)	-1	12	-3	-4	16	-5	24	-2	3	3	-2
O=C(OCCN1CCOCC1)C1(c2ccccc2)CCCC1	6	6	-41	6	-6	-9	11	3	8	-3	8
O=C(NC(=S)N1C[C@H]2C[C@H](C1)c1cccc(=O)n1C2)c1ccc(F)cc1	1	11	/	/	-1	-5	-6	-5	/	-1	35
O=C(CCN1CCCCC1)NCC(=O)Nc1ccc(Br)cc1C(=O)c1ccccc1	-6	21	-5	-3	-5	-2	2	1	10	-4	1
Cc1cccc(N2C(=O)NC(=O)/C(=C\c3ccc(N4CCOCC4)cc3)C2=O)c1	4	5	-2	-20	-14	0	18	-1	2	-2	13
COc1ccccc1OCC(=O)N1CCCC(N(C)Cc2ccccc2)C1 (centres undefined)	3	27	6	-7	-17	-21	3	3	1	1	-5
COCCn1cc(C(=O)N2CCC3(CC2)OCCO3)c2c3ccccc3n(C)c2c1=O	0	9	1	-3	-11	2	10	4	3	3	-16
O=C(COc1ccc2ccccc2c1)N1CCN(Cc2c[nH]c3ccccc23)CC1	-20	12	16	/	6	-7	-41	2	13	20	30
CC1CCCCC12C(=O)NC(=O)NC2=O (centres undefined)	-2	8	2	-6	-3	8	6	/	-2	10	4
CCCCC(=O)N/N=C/c1c(O)n(CCc2ccc(OC)c(OC)c2)c(=O)[nH]c1=O	7	9	4	-15	-8	9	14	-4	15	19	-13

(continued)
SMILES	KKLEB tox	Peg3 promoter	TRPM1 prom inh	CaV13 FRET inh	NR2E3 ag-1	CF NFkB inh	HIF-2a inh	NR2E3 ag-2	PDI inh	Vif imaging	Shn3 3UTR inh
CN(C)C(=O)CSc1nnc([C@@H](N)Cc2ccccc2)o1	4	11	6	-5	-7	-1	11	0	-11	-2	3
CCCn1ncc(C(=O)O)c1C	-12	0	2	/	-20	10	15	1	-7	7	13
COC(=O)C1=C(c2ccc(F)cc2OCc2ccccc2)C[C@@H]2CC[C@H]1N2C(=O)N1CCCCC1	6	29	8	-5	-11	4	5	3	5	3	1
Cc1ccc(C)c(OCC(=O)N2CCCN(C)CC2)c1	-2	5	4	-18	6	12	21	0	-1	-2	6
CP(=O)(Nc1ccc(Cl)cc1)c1nc2c(s1)CCCC2 (centres undefined)	3	15	-2	-4	-34	-14	11	-2	-4	2	20
